NFkB transloc pot – enhancers of NFkB p65 translocation in HUVEC – imaging, IL-1B stimulus, high-content imaging, primary screen; HUVEC IL-1B NFkB p65 nuclear translocation imaging; activation, % at 2 µM; actives 0.3% (n = 94,000); AID 819, 2007;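 active = activation above 40%, about the mean plus 3 SD, also judged a hit on visual image review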;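 also: percent activation is computed from the nuclear over cytoplasmic p65 intensity ratio; values of inactives mirror those of a sister screen read the other way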
Bcl-B displacement – displacers of TR3 peptide from Bcl-B, primary screen, selectivity assay for Bfl-1 inhibitor project, biochemical, fluorescence polarization; FP displacement of FITC-TR3 peptide from Bcl-B; higher % means a stronger effect; displacement, % at 20 µM; hits with a dose series show IC50 in µM; actives 0.11% (n = 96,000); AID 748, 2007;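 active = displacement above 50% at 20 µM plus a fluorescence interference ratio under 1.5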;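 also: plate controls were wells without compound for no effect and wells lacking Bcl-B protein for full effect; a part of the inactive calls stands beside numbers as strong as those of hits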
NFkB transloc inh – inhibitors of IL-1B driven NFkB p65 nuclear import, primary screen, imaging, HUVEC, IL-1B stimulus, high-content imaging | AID 796, 2007 | inhibition, % at 2 µM | HUVEC IL-1B NFkB p65 nuclear translocation imaging | actives 0.43% (n = 94,000);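 active = inhibition above about 30% together with a positive call from visual inspection of the well image, limit read from the data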;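 also: nuclear over cytoplasmic p65 intensity ratio measured by imaging; 0% = IL-1B stimulated DMSO wells and 100% = unstimulated DMSO wells; values of inactives mirror those of a sister screen read the other way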
PLAP inhibitors HTS – PLAP enzyme inhibitors, biochemical, luminescence, HTS (AID 690). purified PLAP, luminescent substrate; higher % means a stronger effect. actives 0.08% (n = 96,000). inhibition, % at 20 µM, or IC50 in µM where a hit was titrated. Alkaline phosphatase, placental type (Homo sapiens); in the data active = a potency from the dose series; inactive = the rest, 99 in 100 with inhibition below about 30%; also: strong numbers were not always called active
MRP resist rev – reversal of MRP1-mediated doxorubicin resistance, primary screen, H69AR cells, doxorubicin co-treatment; differential viability (reversal), % at 10 µM; actives 0.04% (n = 85,000); H69AR cells + 2 uM doxorubicin, CellTiter-Glo, 72 h;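 active = viability drop by adding the cancer drug above about 55%, with treated viability meeting a 40% cutoff, limit read from the data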;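 also: viability without doxorubicin minus viability with 2 µM doxorubicin for each compound; larger differential means the compound sensitizes cells more to doxorubicin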
MRP resist rev cytotoxicity – also measured in MRP resist rev; calls as there; viability, %; H69AR cells, CellTiter-Glo, 72 h; measured here: cytotoxicity without doxorubicin
MRP resist rev with doxorubicin – second read-out of MRP resist rev, no call of its own (marks repeat the call); viability, %; measured here: viability with 2 uM doxorubicin; hits give low values
NFkB transloc inh cell count 2 µM – further read-out of NFkB transloc inh, marked with its call; cell count; measured here: cells passing quality filter;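 raw number of nuclei counted in each imaged well without normalization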
NFkB transloc pot cell count 2 µM – further read-out of NFkB transloc pot, marked with its call; cell count; measured here: cells passing quality filter
Starred values were filed as active, the others as inactive; nt = not tested or not shown.

SMILES	NFkB transloc pot	NFkB transloc pot cell count 2 µM	Bcl-B displacement	NFkB transloc inh	NFkB transloc inh cell count 2 µM	PLAP inhibitors HTS	MRP resist rev	MRP resist rev cytotoxicity	MRP resist rev with doxorubicin
O=C1Nc2ccccc2C12Nc1ccccc1-c1nc3ccccc3n12 (configuration not stated)	16	114	nt	-16	114	nt	11	89	78
COC(=O)c1sc(NC(=O)CSc2nnnn2-c2ccc(C)cc2C)nc1C	-4	148	-4%	4	148	-12%	-1	92	93
O=C(CSc1ncn[nH]1)Nc1c(F)cc(F)cc1Br	-8	151	2%	8	151	-106%	-12	89	101
CCOc1c2ccc(C(=O)NCc3ccco3)cc2nn1CCOC	-11	121	-8%	11	121	-18%	nt	nt	nt
CC(C)NC1CS(=O)(=O)CC1O (configuration not stated)	10	191	-4%	-10	191	17%	1	102	101
O=C(Cn1nc(C(=O)O)c2ccccc2c1=O)NCCC1=CCCCC1	nt	nt	-9%	nt	nt	10%	-10	97	107
COc1ccc(OC)c(/C(O)=C/C(=O)C(=O)Nc2ccccc2OC)c1	nt	nt	8%	nt	nt	19%	13	80	66
COc1cc(/C=C2/SC(=NCc3ccccc3)N(Cc3ccccc3)C2=O)ccc1O	-19	153	-25%	19	153	-53%	nt	nt	nt
CCCn1c(=O)c2ccccc2n2c(SCCOc3ccc(C)cc3)nnc12	nt	nt	-3%	nt	nt	-25%	23	77	54
O=C1c2cccc3cccc(c23)C(=O)N1c1nncs1	nt	nt	7%	nt	nt	17%	-4	102	107
CCOC(=O)C1=C(N)N2C(=O)C(C)SC2=C(C(=O)OC)C1c1cccc(OC)c1 (configuration not stated)	9	160	-2%	-9	160	-14%	9	91	82
CCCCCC(=O)Nc1nnn(CCC)n1	3	175	-19%	-3	175	4%	-1	99	100
COC(=O)C1=C(C)N(c2ccc(S(N)(=O)=O)cc2)C(=O)C1	-6	115	-1%	6	115	-45%	nt	nt	nt
COc1ccc(-c2nnn(Cc3ccccc3F)n2)cc1	-12	68	nt	12	68	nt	21	90	69
Cc1ccnc(N2CCCC(C(=O)NCc3cccs3)C2)n1 (configuration not stated)	2	92	nt	-2	92	nt	-4	94	98
CCC1CCCCN1S(=O)(=O)c1ccc(C(=O)Nc2nnc(-c3cccs3)o2)cc1 (configuration not stated)	-1	152	nt	1	152	nt	0	20	20
CCOc1ccc(OCc2cccc(C(=O)N3CCOCC3)c2)cc1	7	137	0%	-8	137	13%	11	89	78
C/C(=N\NC(=O)c1cc(C2CC2)nc2ccccc12)c1ccc(C)s1	-2	150	-14%	2	150	5%	nt	nt	nt
CSc1nc2ccccc2n1CC(=O)N1CCCCC1	-14	84	4%	14	84	-40%	-18	62	80
CCOC(=O)N1CCN(C(=O)c2ccc(CN(c3ccc(C)c(C)c3)S(C)(=O)=O)cc2)CC1	-17	142	-8%	17	142	-67%	-2	70	72
COc1ccccc1CCNS(=O)(=O)c1c(C)n(C)c(=O)n(C)c1=O	12	63	-2%	-12	63	-2%	9	98	89
O=C(c1cc2sccc2n1Cc1ccccc1)N1CCN(c2nc3ccccc3s2)CC1	-7	159	6%	7	159	-21%	-48	42	90
CCOC(=O)c1oc2cc(OCC(N)=O)ccc2c(=O)c1-c1ccc(OC)c(OC)c1	-4	180	-4%	4	180	1%	4	102	98
C=CCNC(=S)NNC(=O)c1ccccc1	8	125	-7%	-8	125	-66%	nt	nt	nt
Cc1ccc(-c2csc3ncnc(SCC(=O)c4ccc5c(c4)OCCO5)c23)cc1	1	109	-6%	0	109	-7%	nt	nt	nt
CC(=O)Nc1nonc1NC(=O)CSc1nc2ccccc2o1	13	162	-8%	-13	162	-64%	10	83	73
COc1ccc(CCNC2=NCC(C)S2)cc1 (configuration not stated)	-3	128	0%	3	128	11%	8	91	83
O=C(N/N=C/c1ccc(Cl)cc1Cl)Nc1ccccc1	-4	173	-2%	4	173	23%	nt	nt	nt
CCCn1c(SCC(=O)N2CCCc3ccccc32)nc2c1c(=O)n(C)c(=O)n2C	0	153	1%	0	153	-70%	5	59	55
CCOC(=O)c1ccc(NC(=O)CC2SCCNC2=O)cc1 (configuration not stated)	0	93	-5%	0	93	19%	12	103	90

Overlap with the part before: 3 entries, followed by the next part.
SMILES	NFkB transloc pot	NFkB transloc pot cell count 2 µM	Bcl-B displacement	NFkB transloc inh	NFkB transloc inh cell count 2 µM	PLAP inhibitors HTS	MRP resist rev	MRP resist rev cytotoxicity	MRP resist rev with doxorubicin
O=C(N/N=C/c1ccc(Cl)cc1Cl)Nc1ccccc1	-4	173	-2%	4	173	23%	nt	nt	nt
CCCn1c(SCC(=O)N2CCCc3ccccc32)nc2c1c(=O)n(C)c(=O)n2C	0	153	1%	0	153	-70%	5	59	55
CCOC(=O)c1ccc(NC(=O)CC2SCCNC2=O)cc1 (configuration not stated)	0	93	-5%	0	93	19%	12	103	90
CCCSc1nc(NCc2ccco2)c2c3c(sc2n1)COC(C)(C)C3	6	170	-29%	-6	170	0%	-31	34	64
S=C(Nc1cccc(Cl)c1)NC1CCCCC1	0	162	2%	0	162	18%	nt	nt	nt
O=C(CCc1ccc(S(=O)(=O)N2CCOCC2)cc1)Nc1nc(COc2ccccc2)cs1	1	189	7%	-1	189	-11%	nt	nt	nt
N#CCCN(C(=O)Nc1ccccc1)c1ccccc1	10	140	-3%	-10	140	20%	-2	96	98
COC(=O)c1c(C(=O)OC)c(-c2cccc(C)c2)n2c1CS(=O)(=O)C2	13	134	7%	-13	134	10%	-9	75	84
Cc1csc(NC(=O)c2ccccc2C(=O)O)n1	-25	21	-4%	25	21	20%	1	94	92
COc1ccccc1Nc1nc(N)nc(CSc2nc(C)cc(C)n2)n1	3	123	-4%	-3	123	1%	12	85	73
COCCn1c(SCC(=O)c2ccc(F)cc2)nnc1C(C)C	nt	nt	-2%	nt	nt	-42%	18	105	87
CCOC(=O)c1ccc(S(=O)(=O)N2CCC(C(=O)O)CC2)cc1	-5	188	-20%	5	188	2%	nt	nt	nt
Cc1ccc(N(CC(=O)NCc2ccc3c(c2)OCO3)S(C)(=O)=O)cc1	21	176	2%	-21	176	-8%	nt	nt	nt
COCCn1c(SCC(=O)Nc2nc(C)c(Cl)cc2Cl)nc2ccccc21	-2	181	-7%	2	181	-67%	15	92	77
CC(C)C(C)(C#N)NC(=O)CSc1ncnc2sc(-c3ccccc3)cc12 (configuration not stated)	-13	145	-15%	13	145	14%	nt	nt	nt
Cc1ccc(NC2=NC(c3ccccc3)n3c(nc(C)cc3=O)N2)cc1 (configuration not stated)	-15	114	2%	15	114	-59%	22	105	83
O=S(=O)(c1cccc2nonc12)N1CCN(c2cccc(Cl)c2)CC1	0	129	-1%	0	129	16%	nt	nt	nt
N/C(=N\OC(=O)C1CCCCC1)c1cccnc1	-5	131	-9%	5	131	0%	nt	nt	nt
O=C(O)c1ccc2c(c1)ncn2C1CCCCC1	-2	130	4%	2	130	4%	nt	nt	nt
C[C@H](NC(=O)c1ccco1)C(=O)Nc1ccc(S(=O)(=O)N2CCCC2)cc1	-9	180	3%	9	180	25%	5	100	94
O=C(Cc1sc(-c2ccccc2Cl)nc1-c1ccccc1)Nc1ccccc1	-4	45	0%	-2	147	45%	2	45	43
CC(C)C[C@H](NC(=O)N1CCN(c2ccccc2)CC1)C(=O)O	-3	104	-6%	3	104	-12%	-11	92	104
O=C(Nc1ccccc1)Nc1nnc(-c2ccccc2)o1	-4	108	3%	4	108	-11%	-15	63	78
C=CCOc1ccc(C2C(C(=O)c3cccs3)=C(O)C(=O)N2c2nnc(C)s2)cc1 (configuration not stated)	3	183	nt	-3	183	nt	10	98	88
CC(=O)c1c(C)[nH]c(C(=O)N2CCN(c3cc(Cl)ccc3C)CC2)c1C	-20	70	10%	11	136	13%	-36	17	53
O=C(c1c(F)cccc1F)N1CCN(c2ncccn2)CC1	-10	133	-11%	10	133	20%	11	94	83
O=C1Nc2ccc(Br)cc2C1(O)Cc1ccccn1 (configuration not stated)	0	168	nt	0	168	nt	5	105	100
O=C(Nc1ccc2c(c1)OCCO2)c1ccco1	-10	117	-6%	10	117	-11%	nt	nt	nt
COc1cccc(C=Nc2cc(C)on2)c1O	nt	nt	-8%	nt	nt	4%	-8	90	98
Cc1cc(C)c(C)c(S(=O)(=O)NCC(=O)O)c1C	1	186	3%	-1	186	17%	nt	nt	nt
O=C1CCCC2=C1C(c1ccncc1)c1c(nc(SCc3ccccc3)[nH]c1=O)N2 (configuration not stated)	-5	104	-2%	5	104	-12%	12	99	87
CC(C)=CCSc1nnc(CCNC(=O)OC(C)(C)C)o1	-3	163	3%	3	163	-73%	14	99	85
CCOC(=O)c1c(NC(C)=O)sc2c(O)c(Br)ccc12	8	155	-28%	-8	155	-58%	4	95	91
CCn1c(=N)c(C(=O)NCCCOC)cc2c(=O)n3cccc(C)c3nc21	nt	nt	10%	nt	nt	-37%	-5	79	84
Cc1ccc2c(CN3CCCc4ccccc43)cc(=O)oc2c1C	-7	168	-16%	7	168	-26%	-19	71	89
COc1cccc2sc(Nc3nnc(-c4ccccc4Cl)o3)nc12	nt	nt	-3%	nt	nt	-54%	-22	27	49
COc1cc(OC)cc(C(=O)N(CN2CCCC2=O)c2ccccc2OC)c1	14	129	-5%	-14	129	2%	-5	90	95
COCCSc1ccccc1C(=O)NCc1ccc(S(N)(=O)=O)cc1	-15	65	-5%	15	65	2%	1	97	96
Clc1ccc(-n2ncc3c(NCc4ccc5c(c4)OCO5)ncnc32)cc1	8	164	2%	-8	164	16%	1	8	7
COc1ccc(N2CCN(C(=O)CN(c3ccccc3)S(=O)(=O)c3ccc(OC)cc3)CC2)cc1	6	156	4%	-6	156	2%	13	85	71
CC1CCC(C(=O)c2c(O)c3ccccc3oc2=O)CC1 (configuration not stated)	9	98	9%	-9	98	-1%	-23	57	80
Cc1ccc(OCCCC(=O)Nc2nccs2)cc1	0	180	-8%	0	180	8%	2	102	100
Cc1nc(COC(=O)c2ccc(S(=O)(=O)N3CCCC3)cc2)cs1	9	120	-3%	-9	120	-16%	24	112	88
COc1ccc(NC(=O)C2CCCN2S(=O)(=O)c2ccc3c(c2)CCC(=O)N3)cc1Cl (configuration not stated)	nt	nt	-4%	nt	nt	-14%	7	94	87
CCOC(=O)c1oc2ccc(S(=O)(=O)n3nc(-c4ccc(C)cc4)cc3N)cc2c1C	15	207	4%	-15	207	-27%	-44	42	85
CCOC(=O)c1ccc(NC(=O)N(CC)CC)cc1	19	118	-9%	-19	118	9%	11	103	92
Cc1ccc(S(=O)(=O)NC(CC(=O)N2CCOCC2)c2ccco2)cc1 (configuration not stated)	12	91	0%	-12	91	6%	5	99	94
CCNC(=O)COc1ccc(-c2ccccc2)cc1	-7	148	14%	7	148	-6%	nt	nt	nt
CCCc1nnc(NC(=O)COC(=O)c2cc(C)nc3ccccc23)s1	-11	131	0%	11	131	-2%	nt	nt	nt
O=C(Nc1cccnc1)C1CCCN(S(=O)(=O)c2ccccc2)C1 (configuration not stated)	5	187	8%	-5	187	6%	10	95	85
O=c1nc2ccccc2c2n1CC(CN1CCN(Cc3ccccc3)CC1)N2 (configuration not stated)	14	104	-8%	-14	104	-16%	nt	nt	nt
Cn1c(=O)c2c(nc(-n3ccnc3)n2Cc2ccc([N+](=O)[O-])cc2)n(C)c1=O	-13	110	-6%	13	110	9%	nt	nt	nt
Cc1cc(C(=O)N2CCN(Cc3ccc4c(c3)OCO4)CC2)cs1	nt	nt	-11%	nt	nt	-28%	11	90	79
COc1ccc(-c2csc(NC(C)=O)n2)cc1OC	0	137	-7%	0	137	-15%	-9	84	93

Bioassay records: PubChem BioAssay, several laboratories

Some of the compounds tested; count on the stated rates, not on these rows.
